High-throughput results deposited in PubChem by National Center for Advancing Translational Sciences (NCATS).
Tau fil binding = qHTS Assay for Tau Filament Binding; Potency, µM (doses to about 57.1 µM), for the others: at the highest dose activity change, negative = inhibition; 71,000 compounds, 2% hits; recombinant tau filaments, thioflavin S fluorescence, 15 h; filaments grown with octadecylsulfate alongside compound; Microtubule-associated protein tau (Homo sapiens), P10636;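 note: potency is the fitted concentration of half-maximal effect; % is set by controls: 0 for no effect and ±100 for the full control effect; actives lower thioflavin S fluorescence by blocking filaments or displacing dye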
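Quantitative HTS: thioflavine S signal from ODS-induced tau filaments, excited at 450 nm, emission 510 nm. Conditions: 1 uM tau, 30 uM ODS, 15 h at 37 C, pH 7.4.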
HEK293 cAMP ctrl = qHTS Assay for Agonists of the Thyroid Stimulating Hormone Receptor: Activators of Intracellular cAMP Concentrations in Parental HEK 293; parental HEK293 CNG cAMP sensor, membrane potential fluorescence; Potency, µM (titrated, usually from 57.1 µM), without a hit: top-dose activation, usual class: activators; 73,000 compounds, 2.5% hits; note: potency is the fitted concentration of half-maximal effect; % of control where 0% means no effect; nearly all actives have a fitted effect of over 55% in size
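Parental HEK 293 cells stably expressing a modified CNG channel (no TSHR) report cAMP rise as membrane depolarization. Membrane potential dye with 100 uM RO 20-1724 was loaded for 60 min at room temperature, then compound added for 30 min; fluorescence read at 590 nm.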
Casp1 inh = qHTS Assay for Allosteric/Competitive Inhibitors of Caspase-1; P29466; Caspase-1 enzyme, Ac-WEHD-AFC fluorogenic rate; Potency, µM (top dose mostly 57.5 µM), for inactives: top-dose activity change, negative = inhibition, hits mostly inhibitors; 75,000 compounds, 0.03% hits; AID 900, 2007;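 note: potency is the fitted concentration of half-maximal effect; plate controls were vehicle for no effect and no substrate for full effect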
Caspase-7 inhib = qHTS Assay for Allosteric/Competitive Inhibitors of Caspase-7; P55210; recombinant caspase-7, Ac-DEVD-AFC fluorescence rate; Potency, µM (series often up to 57.5 µM), without a hit: at the highest dose activity change, negative = inhibition, most hits filed as inhibitors; 75,000 compounds, 0.02% hits; AID 889, 2007; active = well fitted inhibition curve with a large enough effect in the main read-out, with a control signal flat, not every such curve was filed as active; inconclusive = small, poorly fitted or top-dose-only effect, or a change in a side signal; note: potency is the fitted concentration of half-maximal effect; % of control where 0% means no effect
Target sequence (P55210 24-198 limits assumed): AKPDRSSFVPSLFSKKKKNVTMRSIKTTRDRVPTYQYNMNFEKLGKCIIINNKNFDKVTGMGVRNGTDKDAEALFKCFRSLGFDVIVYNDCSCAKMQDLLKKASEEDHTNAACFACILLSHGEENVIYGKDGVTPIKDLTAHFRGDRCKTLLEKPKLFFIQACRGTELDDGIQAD
Target sequence (P55210 207-303 limits assumed): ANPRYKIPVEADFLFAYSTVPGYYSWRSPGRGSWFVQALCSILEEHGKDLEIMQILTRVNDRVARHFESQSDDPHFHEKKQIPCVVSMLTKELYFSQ
Fluorescein autfl = qHTS Assay for Spectroscopic Profiling in Fluorescein Spectral Region. Compound autofluorescence, 480/540 nm, fluorescein-equivalent; hits give high values. max fluorescein-equivalent concentration, M. 59,000 compounds, 0.91% hits. AID 593, 2007; in the data active = max fluorescein-equivalent concentration above about 10 nM; inconclusive = between about 1.1 nM and that limit
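In this qHTS profile, compound fluorescence was measured with a 480 nm/540 nm filter pair following a 15-min room-temperature incubation in 100 mM Tris (pH 8.0). A six-point fluorescein series on each plate served for normalization.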
A350 autofl = qHTS Assay for Spectroscopic Profiling in A350 Spectral Region; Compound autofluorescence, 340/450 nm, Alexa 350 dye-equivalents; hits give high values; max dye-equivalent concentration, M; 59,000 compounds, 11% hits; AID 590, 2007; in the data active = max dye-equivalent concentration above about 10 nM; inconclusive = mostly about 1.1 nM to 9.6 nM
ERK AVP block = qHTS Assay for Inhibitors of the ERK Signaling Pathway using a Homogeneous Screening Assay; HEK293-V1b, vasopressin-stimulated pERK AlphaScreen; Potency, µM (top dose mostly 57.5 µM), for the others: at the top dose activity, negative = inhibition, hits mostly inhibitors; 72,000 compounds, 0.99% hits; AID 995, 2007; note: potency is the fitted concentration of half-maximal effect; % is set by controls: 0 for no effect and ±100 for the full control effect; nearly all actives have a fitted effect of over 55% in size
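V1b-HEK293 cells; cpd 30 min 37C; 25 nM vasopressin 5 min; lyse 10 min; AlphaScreen beads 5 hr RT. Normalized to DMSO basal and 25 nM vasopressin; AC50 by Hill fit.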
Rhodamine fluor = qHTS Assay for Spectroscopic Profiling in Rhodamine Spectral Region | 59,000 compounds, 0.05% hits | max dye-equivalent concentration, M | Rhodamine-region fluorescence, 547/598 nm, Tris buffer; hits give high values; in the data active = max dye-equivalent concentration above about 11 nM; inconclusive = between about 1.1 nM and that limit
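qHTS spectral profiling of compounds without any target or enzyme present, in pH 8.0 Tris buffer; plates were read after a 15-minute room-temperature incubation using the rhodamine-region filter set.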
4-MU autofl = qHTS Assay for Spectroscopic Profiling in 4-MU Spectral Region; compound autofluorescence, 340/450 nm, 4-MU equivalents; hits give high values; 59,000 compounds, 11% hits; max dye-equivalent concentration, M; in the data active = max dye-equivalent concentration above about 10 nM; inconclusive = mostly about 1.1 nM to 9.6 nM
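Compounds in 100 mM Tris, pH 8.0, sat 15 min at room temperature before fluorescence was read at 340 nm excitation/450 nm emission; a per-plate six-point 4-MU standard curve converted signals to dye-equivalent concentration at each compound concentration.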
FLuc inh = qHTS Assay for Inhibitors of Firefly Luciferase; Luciferin 4-monooxygenase (Photinus pyralis), P08659; Potency, µM (highest dose often 57.1 µM), for the others: top-dose activity change, negative = inhibition, most hits filed as inhibitors; 72,000 compounds, 2.2% hits; AID 411, 2009; purified firefly luciferase, luminescence, 8 min; note: potency is the fitted concentration of half-maximal effect; % is set by controls: 0 for no effect and ±100 for the full control effect; nearly all actives have a fitted effect of over 40% in size
Target sequence (P08659 whole entry, looked up): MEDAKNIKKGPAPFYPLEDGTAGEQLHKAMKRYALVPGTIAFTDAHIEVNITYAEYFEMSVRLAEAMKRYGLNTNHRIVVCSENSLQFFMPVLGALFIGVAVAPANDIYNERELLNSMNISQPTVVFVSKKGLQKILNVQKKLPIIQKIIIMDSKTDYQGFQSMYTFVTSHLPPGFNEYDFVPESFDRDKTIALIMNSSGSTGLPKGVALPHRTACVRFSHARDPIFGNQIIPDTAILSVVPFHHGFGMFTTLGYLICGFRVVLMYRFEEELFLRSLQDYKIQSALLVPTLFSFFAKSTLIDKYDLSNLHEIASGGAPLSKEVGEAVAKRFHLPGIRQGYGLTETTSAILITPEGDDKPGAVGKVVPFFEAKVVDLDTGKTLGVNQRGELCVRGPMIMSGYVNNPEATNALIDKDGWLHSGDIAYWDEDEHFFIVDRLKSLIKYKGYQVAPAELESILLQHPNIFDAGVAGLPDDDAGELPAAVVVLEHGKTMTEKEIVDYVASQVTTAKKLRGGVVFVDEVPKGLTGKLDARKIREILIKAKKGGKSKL
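Firefly luciferase (PKLight detection mix) with 10 uM ATP in pH 7.2 imidazole buffer (KCl, MgCl2, Tween 20, BSA). Compounds tested across a concentration series (qHTS). Luminescence read after 8 min at ambient temperature.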
TexasRed autofl = qHTS Assay for Spectroscopic Profiling in Texas Red Spectral Region; Compound fluorescence, Texas Red channel, 547/618 nm; hits give high values; max dye-equivalent concentration, M; 59,000 compounds, 0.06% hits; AID 587, 2007; in the data active = max dye-equivalent concentration above about 10 nM; inconclusive = between about 1.1 nM and that limit
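Fluorescence at ex 547/em 618 nm, normalized against an on-plate Texas Red standard series to give dye-equivalent concentration per compound concentration. Buffer 100 mM Tris, pH 8.0; 15 min RT incubation before CCD imaging.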
Numbers without * were called inactive; i = inactive; ? = inconclusive; . = no result given; [ ] = another dose, or the depositor's remark. Unless noted, calls come from the whole dose curve; as a rule, active = well fitted curve in the direction sought with a large enough effect; inconclusive = small, poorly fitted or top-dose-only effect, or another doubt; inactive = no such curve, though single readings can be large; an effect the other way counts as inactive or inconclusive.

SMILES	Tau fil binding	HEK293 cAMP ctrl	Casp1 inh	Caspase-7 inhib	Fluorescein autfl	A350 autofl	ERK AVP block	Rhodamine fluor	4-MU autofl	FLuc inh	TexasRed autofl
CCc1cc2c(nc1CC)CCN(CC/C(C)=N/O[C@@H](C)c1cc(-c3c(C)cc(C)cc3C)no1)C2	.	11%[11.4 µM]	0%[11.5 µM]	-2%[11.5 µM]	.	.	7%[11.5 µM]	.	.	1%[11.4 µM]	.
CN(C)c1ccc(-c2ccc3ncnc(NC4CC4)c3c2)cc1	?	-11%	-14%	-14%	i	?	?	i	?	-1%[2.29 µM]	i
Cn1c(=O)cc(OCCCC(=O)Nc2ccccn2)c2ccccc21	-2%	-1%	0%	1%	i	i	8%	i	i	1%	i
CSCCC(NS(=O)(=O)c1ccc2c(c1)oc(=O)n2C)C(=O)NC1CCCCC1 (stereo not given)	19%	-1%	-1%	0%	.	.	-8%	.	.	-1%	.
COCCn1c(SCC(=O)Nc2cccc(C)c2)nnc1C(C)C	2%	2%	-1%	1%	i	i	?	i	i	0%	i
COc1ccccc1OCC(=O)OCC(=O)NCCN1C(=O)CSC1=O	-3%	-7%	0%	1%	?	i	-5%	i	i	7%	i
CCC(=O)N(Cc1ccco1)c1nc(-c2ccccc2)cs1	58%	?	-2%	1%	i	i	1%	i	i	2%	i
CC(Sc1cccc2cccc(C(=O)O)c12)C(=O)O (stereo not given)	-5%	-5%	-4%	1%	i	?	-7%	i	?	2%	i
CC(C)c1nc(NCCN2CCOCC2)c(C#N)c2c1COC(C)(C)C2	.	.	.	.	?	?	.	i	?	1%[25.5 µM]	i
CCCCNC(=O)C(NS(=O)(=O)c1cccc2nsnc12)c1ccccc1 (stereo not given)	0%	3%	3%	0%	i	i	24%	i	i	0%	?
CCn1c(Sc2ccc(N)cc2Cl)nc2ccccc21	-17%	?	4%	-2%	i	i	-17%	i	i	1%	?
CCN(c1cccc(C)c1)S(=O)(=O)c1ccc2c(c1)CCN2C(C)=O	15%	23%	0%	0%	i	i	16%	i	i	0%	i

Continued; the last three above are carried over.
SMILES	Tau fil binding	HEK293 cAMP ctrl	Casp1 inh	Caspase-7 inhib	Fluorescein autfl	A350 autofl	ERK AVP block	Rhodamine fluor	4-MU autofl	FLuc inh	TexasRed autofl
CCCCNC(=O)C(NS(=O)(=O)c1cccc2nsnc12)c1ccccc1 (stereo not given)	0%	3%	3%	0%	i	i	24%	i	i	0%	?
CCn1c(Sc2ccc(N)cc2Cl)nc2ccccc21	-17%	?	4%	-2%	i	i	-17%	i	i	1%	?
CCN(c1cccc(C)c1)S(=O)(=O)c1ccc2c(c1)CCN2C(C)=O	15%	23%	0%	0%	i	i	16%	i	i	0%	i
Cc1ccc(-c2nnn(CC(=O)N(Cc3ccccc3)C(C(=O)NC(C)(C)C)c3ccncc3)n2)o1 (stereo not given)	0%	28%	-2%	-1%	i	i	-25%	i	i	-1%	i
Cn1c(Cn2c(=O)sc3ccccc32)nnc1SCC(=O)N1CCCCCC1	-3%	-1%	1%	-3%	.	.	6%	.	.	3%	.
Cc1csc(SCc2ccccc2C(=O)O)n1	5%	17%	-4%	0%	i	i	6%	i	i	3%	i
O=C(NCC(=O)N(c1cccc(F)c1)C(C(=O)NCC1CCCO1)c1ccccc1)c1ccco1 (stereo not given)	-4%	-10%	0%	-2%	i	i	-9%	i	i	0%	i
C=C(CC1([C@@H](NP(=O)(c2ccccc2)c2ccccc2)[C@H]2C[C@@H]2CCCC)CC1)c1ccccc1	-24%	11%	-3%	-2%	.	.	-7%	.	.	.	.
Clc1ccc(CSc2nnc(-c3cccnc3)n2Cc2ccco2)c(Cl)c1	-2%	13%	1%	0%	i	i	13%	i	i	-2%	i
CC(=O)c1sc2nc(SCC(=O)N3CCCCC3)[nH]c(=O)c2c1C	7%	10%	-2%	0%	i	?	-19%	i	i	2%	i
CCN(CC)c1ccc(NC(=O)C2CC3CCC2C3)cc1 (stereo not given)	25µM*	13%	-2%	-1%	.	.	?	.	.	-12%	.
COc1cc(C2C(C#N)=C(N)Oc3cc(C)oc(=O)c32)ccc1OC(=O)N1CCOCC1 (stereo not given)	-2%	8%	-5%	1%	i	i	-4%	i	i	0%	i
Cc1nn(Cc2ccccc2)c(C)c1NC(=O)c1cc(-c2ccco2)on1	-6%	3%	-2%	-10%	?	i	?	i	i	-1%	?
O=C1CC(c2ccco2)Cc2nc(N3CCc4ccccc4C3)ncc21 (stereo not given)	-11%	40%	-2%	-6%	i	?	-10%	i	?	-1%	i
O=C(NCC(=O)N(c1ccccc1)C(C(=O)NCC1CCCO1)c1ccccc1)c1ccco1 (stereo not given)	4%	-2%	2%	0%	i	i	-6%	i	i	2%	i

Shown as a hit in Tau fil binding (from the list above):
Molecule	Tau fil binding	Casp1 inh	Caspase-7 inhib	A350 autofl	Rhodamine fluor	4-MU autofl	FLuc inh
CCN(CC)c1ccc(NC(=O)C2CC3CCC2C3)cc1 (stereo not given)	25µM*	-2%	-1%	.	.	.	-12%

Back to the main list; the 3 compounds before the break are reprinted first.
SMILES	Tau fil binding	HEK293 cAMP ctrl	Casp1 inh	Caspase-7 inhib	Fluorescein autfl	A350 autofl	ERK AVP block	Rhodamine fluor	4-MU autofl	FLuc inh	TexasRed autofl
Cc1nn(Cc2ccccc2)c(C)c1NC(=O)c1cc(-c2ccco2)on1	-6%	3%	-2%	-10%	?	i	?	i	i	-1%	?
O=C1CC(c2ccco2)Cc2nc(N3CCc4ccccc4C3)ncc21 (stereo not given)	-11%	40%	-2%	-6%	i	?	-10%	i	?	-1%	i
O=C(NCC(=O)N(c1ccccc1)C(C(=O)NCC1CCCO1)c1ccccc1)c1ccco1 (stereo not given)	4%	-2%	2%	0%	i	i	-6%	i	i	2%	i
Cn1c(C(=O)NCCc2c[nH]c3ccccc23)cc2sccc21	26%	-6%	-1%	-5%	.	.	-22%	.	.	?	.
Clc1cccc(-c2nnc3sc(-c4ccccc4)nn23)c1	27%	30%	-4%	-2%	i	?	-20%	i	i	-1%	i
O=C(c1cnc2n(c1=O)CCS2)N(C1CCCCC1)C1CCCCC1	-18%	5%	-1%	1%	.	.	.	.	.	-1%	.
COC(=O)c1ccccc1NC(=O)C1CC=CCC1C(=O)O (stereo not given)	-7%	15%	0%	0%	?	i	-4%	i	i	1%	i
CC(C)C(NC(=O)c1ccccc1)C(=O)NC1=NCCS1 (stereo not given)	1%	7%	0%	-2%	i	i	0%	i	i	-1%	i
COc1cc(C)c(C(C)C)cc1S(=O)(=O)n1cnc(C)c1	-23%	25%	1%	-3%	.	.	-14%	.	.	1%	.
CCOC(=O)C1=C(C)N(C)C(=O)NC1c1cccc(O)c1 (stereo not given)	-9%	8%	-1%	-1%	.	.	10%	.	.	1%	.
CN(C(=O)c1cccnc1)c1nc(-c2ccccc2)cs1	-10%	28%	-5%	1%	i	i	1%	i	i	0%	i
COCCNc1nc2c(c(=O)n(C)c(=O)n2C)n1Cc1cccc(C)c1	-2%	17%	-2%	-1%	i	?	-2%	i	i	2%	?
CCOC(=O)C1CCN(c2ncnc3c2oc2ccc(Br)cc23)CC1	111%	25µM*	-8%	-9%	i	?	?	i	?	-1%	i
CCn1c2c(c3cc(C(=O)O)ccc31)CCCC2=O	4%	?	2%	1%	i	3.9e-08M*	-20%	i	3.9e-08M*	0%	i
Cc1ccc(CSc2nnc(Cn3c(=O)sc4ccccc43)n2C)cc1	-12%	0%	-1%	0%	.	.	2%	.	.	-1%	.
O=C(CSc1nc2ccc(Cl)cc2[nH]1)NCc1ccco1	22%	9%	-1%	-1%	?	i	-13%	i	i	1%	i
Cc1cc(C(=O)N2CCc3ccccc32)c2cc(F)ccc2n1	-23%	21%	-8%	-10%	i	i	-8%	i	i	-1%	?
Cc1ccc(C(C)C)c(OCc2nnc(SCC(=O)Nc3nccs3)n2C)c1	4%	9%	4%	1%	i	i	-7%	i	i	0%	i
COc1ccc(-c2noc(C3CCCN(S(=O)(=O)c4ccc(C)c(Cl)c4)C3)n2)cc1OC (stereo not given)	15%	11%	-2%	0%	?	i	33%[activator]	i	i	-29%	?
CN(Cc1ccco1)c1ncncc1-c1ccc2c(c1)OCO2	-6%	18%	-4%	-3%	?	i	?	i	i	3%[2.29 µM]	i
Cc1occc1-c1nnc(SCC(=O)c2ccccc2)n1CC1CCCO1 (stereo not given)	1%	?	-1%	0%	?	i	-25%	i	i	0%	i
O=C(CN1CCC2(CC1)OCCO2)c1ccc2cc[nH]c2c1	3%	-1%	-7%	-5%	?	6.7e-08M*	-29%	i	5.1e-08M*	-2%	i
CCOc1ccccc1OCCCC(=O)N1CCN(S(=O)(=O)c2cccc(F)c2)CC1	-3%	16%	-2%	-4%	?	i	2%	i	i	0%	i

An excerpt, so the mix of outcomes need not match the whole.
